# 14-3-3g Raf: alters human 14-3-3 gamma binding to Raf peptide | P61981 | FP, 14-3-3gamma / TMR-pS259-Raf peptide binding | inhibition, % at 40 µM | 0.19% of 160,000 active | AID 422; in the data active means inhibition above about 30%;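 further: 0% = protein plus tracer without compound and 100% = blank with tracer alone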
# Target sequence (P61981 whole entry, looked up): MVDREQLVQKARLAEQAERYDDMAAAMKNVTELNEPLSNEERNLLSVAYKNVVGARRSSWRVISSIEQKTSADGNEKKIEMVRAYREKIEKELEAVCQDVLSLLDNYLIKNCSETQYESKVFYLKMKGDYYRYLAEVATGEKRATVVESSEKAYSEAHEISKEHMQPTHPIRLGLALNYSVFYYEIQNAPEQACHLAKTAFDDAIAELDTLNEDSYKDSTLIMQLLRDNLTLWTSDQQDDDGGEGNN
# The depositor's hits bear a star; & = joins results of further samples.
No.	smiles	14-3-3g Raf
1	O=C(OCCN=C1NS(=O)(=O)c2ccccc21)C1CC(=O)N(c2ccc(Cl)cc2)C1 (stereo not given)	4
2	Cc1oc(-c2ccccc2F)nc1CS(=O)(=O)CC(=O)NCCCN1CCc2ccccc2C1	-5
3	O=C(CNS(=O)(=O)c1ccc(Br)s1)N1CCC(N2CCCCC2)CC1	-12&-48
4	O=c1cc(NCc2ccccc2)c2ccccc2o1	-9
5	COc1ccc(/C(O)=C2/C(=O)C(=O)N(Cc3ccco3)C2c2cccs2)cc1 (stereo not given)	8
6	N=c1ccccn1CC(O)COc1ccccc1 (stereo not given)	3
7	CCCCNc1nc(CC)c2c(c1C#N)CCCC2	-1
8	COc1ccc(CNCc2ccc(OC)c(OC)c2)cc1	-4
9	O=C1CC(NC23CC4CC(CC(C4)C2)C3)C(=O)N1c1ccc2c(c1)OCO2 (stereo not given)	-7
10	N#CCN1C(=S)N=C(Nc2cccc(C(F)(F)F)c2)C12CCCCC2	-2
11	O=C1C2C3C=CC(C2C(=O)N1c1ccccc1)C1C2C(=O)N(c4ccccc4)C(=O)C2C31 (stereo not given)	-3
12	Cc1nc(-c2ccccc2)c(C)s1	3
13	CC1(C)CC(=O)C2=C(C1)Nc1nc(SCCN3CCOCC3)[nH]c(=O)c1C2c1ccc(F)cc1 (stereo not given)	1
14	CCOCCN1CCN(c2c(C)c(C)nc3cc(-c4cc(OC)cc(OC)c4)nn23)CC1	-13
15	CCCCCCOC(=O)C1=C(C)NC(=O)NC1c1ccc(Br)cc1 (stereo not given)	4
16	O=C(NCCCN1CCC(Cc2ccccc2)CC1)c1ccc2c(c1)ncn2C1CCCCC1	-7
17	Cc1c(C(=O)NCc2ccco2)sc2ncnc(N(C)c3ccccc3)c12	-2
18	CC(=O)Nc1ccc(Cl)c(-c2nc3ncccc3o2)c1	0
19	Cc1ccccc1OCC(=O)Nc1ccc(Oc2ccccc2)cc1	-8
20	Cc1cc(C)cc(OCC(=O)NCCCN2CCOCC2)c1	-4
21	COc1ccc(CN2C(=O)CC(C(=O)Nc3ccccc3OC)SC2=Nc2ccc(F)cc2)cc1 (stereo not given)	4
22	Cc1ccc(C2SCCN2C(=O)c2cc3cc(Br)ccc3oc2=O)cc1 (stereo not given)	-4
23	CCOC(=O)C1CCN(C(=O)c2c[nH]c3ccc(S(=O)(=O)N(C)c4ccc(Cl)cc4)cc3c2=O)CC1	-10
24	CN(CCCNC(=O)C1CCC(=O)N1Cc1ccccc1Cl)c1ccccc1 (stereo not given)	-5
25	CCOc1nc(NCCC2=CCCCC2)nc(OCC)n1	-8

# Other results.
No.	smiles	14-3-3g Raf
26	CCOC(=O)c1cc2c(=O)n3ccccc3nc2n(CC2CCCO2)c1=NC(=O)c1ccc(C(F)(F)F)cc1 (stereo not given)	-3
27	CCN(CC)C(=O)C1CCCN(C2CC(=O)N(c3ccc(Br)cc3)C2=O)C1 (stereo not given)	-58
28	CCn1nnc(NC(=O)c2ccc(-c3ccc(Cl)cc3)o2)n1	-2
29	CC(=O)N1CCc2cc(Br)cc(S(=O)(=O)CCC(=O)N3CCN(c4cccc(C)c4C)CC3)c21	-4
30	CCCCCn1c(=O)[nH]c2cc(C(=O)N3CCN(c4cc(Cl)ccc4C)CC3)ccc2c1=O	6
31	COc1ccc(S(=O)(=O)Nc2c(C)cc(O)cc2C)cc1	-5
32	COc1cccc2cc(-c3csc(NCc4ccc(F)cc4)n3)c(=O)oc12	-40
33	CCN(CC)c1ccc(NC(=O)C2c3ccccc3Oc3ccccc32)cc1	-47
34	Cn1c(=O)c2c(nc(CN3CCC(C(N)=O)CC3)n2CCCc2ccccc2)n(C)c1=O	-9
35	CC(=O)Nc1cc(C(=O)N(C)Cc2ccccc2)ccc1Sc1ccc(C)cc1	-11
36	Clc1ccc(C2=CC(c3cccs3)n3nnnc3N2)cc1 (stereo not given)	-23
37	Brc1ccc(NCc2nnc3n2CCCCC3)cc1	-2
38	O=S(=O)(c1ccc(C2CCCCC2)cc1)N(CCCN1CCOCC1)Cc1cccs1	1
39	Cc1cc2nn(-c3ccccc3)nc2cc1NC(=O)c1cc([N+](=O)[O-])ccc1Cl	-7
40	COc1cccc(NC(=O)N2CCCC2C(=O)NCC(C)C)c1 (stereo not given)	1
41	Cc1cc(N2CCN(c3ccccc3)CC2)nc(-c2ccccc2)n1	-4
42	CC(C)CCNC(=O)C(c1ccco1)N(CC1CCCO1)C(=O)Cn1nnc2ccccc21 (stereo not given)	6
43	Cc1ccc(C(=O)CC2(O)C(=O)Nc3ccccc32)cc1 (stereo not given)	-3
44	O=C1C=C(c2cccs2)CC(c2cccs2)C1n1cnc([N+](=O)[O-])n1 (stereo not given)	-16
45	COc1ccc2oc(=O)c(-c3nc(-c4ccc(Cl)cc4)cs3)cc2c1	0
46	Cc1cc(OCC(=O)Nc2ccccc2C)ccc1Br	4
47	CC1CCCCN1C(=O)c1cnn2c(C(F)(F)F)cc(-c3ccco3)nc12 (stereo not given)	-6
48	Clc1ccc(OCOCOc2ccc(Cl)cc2)cc1	1
49	COC(=O)c1ccc(N=C2SC(C(=O)Nc3ccc(F)cc3)CC(=O)N2C)cc1 (stereo not given)	-8
50	Cc1sc2c(c1C)c(=O)n(CCc1ccccc1)c(=O)n2Cc1cc(=O)n2ccccc2n1	1

# The listing continues.
No.	smiles	14-3-3g Raf
51	Cc1ccc(N2C(=O)c3cccc4c(N5CCN(C)CC5)ccc(c34)C2=O)c2cccnc12	-37
52	CCCCCOC(=O)C1=C(C)NC(=O)NC1c1ccc(OCC)cc1 (stereo not given)	-5
53	CCc1cc(=O)n2[nH]c(C)c(-c3ccccc3OC)c2n1	-1
54	CC(C)c1nnc(NC(=O)c2ccc(S(=O)(=O)N3CCOCC3)cc2)s1	-6
55	CCCOC(=O)NC(CC)COC(=O)Nc1cccc(C)c1C (stereo not given)	0
56	Cc1ccc2nc3c(c(C(=O)O)c2c1)CCCC3	-6
57	CC1(C)CC(=O)C(C=Nc2cccnc2)=C(O)C1	1
58	Nc1c(S(=O)(=O)O)cc(Nc2ccc(Nc3nc(Cl)nc(Nc4ccc(S(=O)(=O)O)cc4)n3)c(S(=O)(=O)O)c2)c2c1C(=O)c1ccccc1C2=O	-11
59	Cn1nc(C(=O)Nc2cccc(C(F)(F)F)c2)ccc1=O	4
60	CCCCCc1c(C)c(C#N)c2nc3ccccc3n2c1N1CCN(C)CC1	-3
61	COc1ccc(CN2CC(C(=O)NCCc3ccc(Cl)cc3)CC2=O)cc1 (stereo not given)	-1
62	CCc1ccc(N2CN(Cc3ccccc3)CNC2=S)cc1	-5
63	CCOc1ccc(C(=O)Nc2nc(-c3ccccc3)cs2)cc1Cl	-1
64	COc1ccc(C2Oc3ccccc3C3CC(c4ccc(C)o4)=NN32)cc1 (stereo not given)	-364
65	Cc1ccc(-n2c(=O)c3sccc3n(Cc3cccc([N+](=O)[O-])c3)c2=O)cc1F	-9
66	Cc1[nH]nc2c1C(c1cccc(OC(=O)N3CCOCC3)c1)C(C#N)=C(N)O2 (stereo not given)	-2
67	CCOc1ccc2nc(NC(=O)CNS(=O)(=O)c3cccc4nonc34)sc2c1	5
68	Cc1cc(C)c(S(=O)(=O)N2CCC(Cc3ccccc3)CC2)c(C)c1	6
69	CC(c1ccccc1)N1C(=O)c2ccccc2C1(O)Cc1ccccc1 (stereo not given)	-8
70	O=C(NCC1CCCO1)c1ccccc1CCc1ccccc1 (stereo not given)	-8
71	CCOC(=O)c1cccc(NC(=O)CSc2cc(=O)n(C)c3ccccc23)c1	-4
72	COc1cc(NC(=O)c2noc3c2CCCC3)c(OC)cc1Cl	-8
73	CN(C)c1ccc(CN(C(=O)c2ccccc2F)C2CCS(=O)(=O)C2)cc1 (stereo not given)	-2
74	Cc1ccc(C(=O)O)c(C(=O)Nc2cccnc2)c1	6
75	COc1ccc(Cn2c(=S)[nH]c3cc(C(=O)NCCc4ccc(Cl)cc4)ccc3c2=O)cc1	-1

# More results
No.	smiles	14-3-3g Raf
76	COC(=O)C1=C(N)OC2=C(C(=O)CCC2)C1c1cc(OC)ccc1OC (stereo not given)	-14
77	COCCn1c(=O)[nH]c2cc(C(=O)Nc3cc(OC)cc(OC)c3)ccc2c1=O	-3
78	Cc1ccc(C2CC(C(F)(F)F)n3nc(C(=O)NCCc4ccccc4)cc3N2)cc1 (stereo not given)	14
79	O=C(COC(=O)c1ccc2c3c1C1C=CCC1CN3CC1CC=CC21)c1ccc(Cl)cc1 (stereo not given)	-105
80	CC(=O)c1cccc(NC(=O)C=C(C)C)c1	-1
81	COC(=O)COc1ccc(S(=O)(=O)Nc2ccc3c(c2)OCCO3)cc1	-3
82	Cc1ccccc1NC(=O)CN1C(=O)c2ccccc2C1=O	-6
83	CC(C)(C)NS(=O)(=O)c1cc(Br)cc2c1N(C(=O)C1CC1)CC2	-16
84	O=S(=O)(Nc1ccc2c(c1)OCCO2)c1cccc(S(=O)(=O)c2ccc(Br)cc2)c1	-11
85	CCOc1ccc(NC(=O)c2ccco2)cc1	2&-2
86	CN1CCN(c2nc(-c3cccs3)cc(C(F)(F)F)n2)CC1	-10
87	CCOC(=O)C1C(=O)C=C(c2cccs2)CC1c1ccc(CC)cc1 (stereo not given)	-1
88	Cc1c(C(=O)N2CCCCC2)oc2ccc(S(=O)(=O)N3CCCCC3)cc12	1
89	CC1=C(C(N)=O)C(c2ccc(Cl)cc2)NC(=S)N1 (stereo not given)	3
90	COC(=O)c1ccccc1NC(=O)CSc1nc(-c2ccco2)cc(C(F)(F)F)n1	0
91	COC(=O)c1ccc(Nc2nc(N3CCN(C)CC3)c3ccccc3n2)cc1	2
92	CCOC(=O)Cn1c(=O)c2c(nc(N3CCCCC3)n2C)n(C)c1=O	-4
93	CNC(=O)C(Sc1ccccc1)c1ccccc1 (stereo not given)	125*
94	CCN(CC)c1ccc(NC(=O)C(C(C)C)N2C(=O)c3ccccc3C2=O)cc1 (stereo not given)	-10
95	CCCn1nnc2c(=O)oc3ccccc3c21	5
96	CCc1nnc(NC(=O)C2CCN(c3cnccn3)CC2)s1	-3
97	CCN(CC)C(=O)CN(c1cccc(C)c1C)S(C)(=O)=O	-11
98	COc1ccc(N2C(=O)C3CCCN3C2c2cccc(F)c2)cc1Cl (stereo not given)	-12
99	Cc1ccc2cc3cc(C(=O)N4CCN(C(=O)c5ccco5)CC4)oc3nc2c1	-6
100	Nc1nonc1-c1nc2ccccc2n1CC(=O)N1CCN(c2ccc(F)cc2)CC1	-21

# Filtered by structure, the entries above with two or more sulfur atoms (seven)
No.	smiles	14-3-3g Raf
3	O=C(CNS(=O)(=O)c1ccc(Br)s1)N1CCC(N2CCCCC2)CC1	-12&-48
38	O=S(=O)(c1ccc(C2CCCCC2)cc1)N(CCCN1CCOCC1)Cc1cccs1	1
44	O=C1C=C(c2cccs2)CC(c2cccs2)C1n1cnc([N+](=O)[O-])n1 (stereo not given)	-16
54	CC(C)c1nnc(NC(=O)c2ccc(S(=O)(=O)N3CCOCC3)cc2)s1	-6
58	Nc1c(S(=O)(=O)O)cc(Nc2ccc(Nc3nc(Cl)nc(Nc4ccc(S(=O)(=O)O)cc4)n3)c(S(=O)(=O)O)c2)c2c1C(=O)c1ccccc1C2=O	-11
67	CCOc1ccc2nc(NC(=O)CNS(=O)(=O)c3cccc4nonc34)sc2c1	5
84	O=S(=O)(Nc1ccc2c(c1)OCCO2)c1cccc(S(=O)(=O)c2ccc(Br)cc2)c1	-11

# Records 1–3, quoted:
No.	smiles	14-3-3g Raf
1	O=C(OCCN=C1NS(=O)(=O)c2ccccc21)C1CC(=O)N(c2ccc(Cl)cc2)C1 (stereo not given)	4
2	Cc1oc(-c2ccccc2F)nc1CS(=O)(=O)CC(=O)NCCCN1CCc2ccccc2C1	-5
3	O=C(CNS(=O)(=O)c1ccc(Br)s1)N1CCC(N2CCCCC2)CC1	-12&-48

# Later entries:
No.	smiles	14-3-3g Raf
101	CCOc1ccccc1-n1c(N)c(C(=O)Nc2ccccc2C)sc1=S	-6
102	COc1ccccc1N1C(=O)C2C(c3ccc(Cl)cc3)NC(CC(C)C)(C(=O)O)C2C1=O (stereo not given)	-3
103	CC1(C)Cc2c(sc3ncn4nc(-c5ccco5)nc4c23)CO1	-1
104	OCCN1CCN(c2nc(-c3ccccc3)nc3c2oc2ccccc23)CC1	3
105	COc1ccc(N(C)C(=O)CCS(=O)(=O)c2ccc3c(c2)CCN3C(C)=O)c(OC)c1	-16
106	CC(c1ccco1)N(C(=O)c1ccc(S(=O)(=O)N2CCCCC2)cc1)c1ccccn1 (stereo not given)	-5
107	CCOc1ccc(NC(=O)c2ccc([N+](=O)[O-])o2)cc1	-5
108	Cc1ccc(C2(C(F)(F)F)NC(=O)N3CCCN=C3S2)cc1 (stereo not given)	0
109	CCC1CCCN1Cn1cnc2c([nH]c3ccccc32)c1=O (stereo not given)	0
110	O=C(O)c1ccc(N2C(=O)CC(N3CCOCC3)C2=O)cc1 (stereo not given)	4
111	CCC(=O)N1c2ccc(S(=O)(=O)N(C)c3ccc(Br)cc3)cc2CC1C (stereo not given)	5
112	Cc1ccc(-c2nc(C(Cl)Cl)c3cc(C)ccc3n2)cc1	3
113	CCOCCn1c(SCCCc2ccccc2)nc2c1c(=O)[nH]c(=O)n2C	-5
114	CN1C(=O)c2ccc(NC(=O)c3c(F)c(F)c(F)c(F)c3F)cc2C1=O	-6
115	COc1cc2ccccc2cc1C(=O)Nc1ccc(Cl)c(-c2nc3ccccc3o2)c1	-42
116	COc1ccccc1CN1CCCC(C(=O)N(C)Cc2ccccc2)C1 (stereo not given)	-10
117	CC1(C)CC(C2N3CC4(C)CN2CC(C)(C3)C4=O)CCO1 (stereo not given)	-1
118	COC(=O)C1=C(C)Nc2nnnn2C1c1ccc(Cl)cc1Cl (stereo not given)	0
119	COc1ccc2c(c1)-c1cc(Cl)ccc1S(=O)(=O)N2	-6
120	COc1cccc(CNC(=O)C2CCN(S(=O)(=O)c3ccc(F)cc3)CC2)c1	-13
121	CCOC(=O)/C=C1\SCC(=O)N1Cc1nnc(-c2ccccc2Br)o1	-110
122	Cn1c(=O)c2c(ncn2CC(=O)N2CCN(c3ccc(F)cc3)CC2)n(C)c1=O	5
123	Cc1ccc2cc(CN(CC3CCCO3)C(=O)C(C)C)c(=O)[nH]c2c1 (stereo not given)	-3
124	O=C1CC(c2cccs2)CC2=C1C(c1ccc3ccccc3c1)Nc1ccccc1N2 (stereo not given)	-9
125	COc1c(C(=O)Nc2nccs2)ccc2ccccc12	6
126	COc1ccc(-c2coc3c(C)c4oc(=O)c(C)c(C)c4cc23)cc1	0

# From PubChem

# A portion of the library (hit frequency here may not be typical).
